Tau fil binding – binds recombinant human tau filaments. Potency, µM (doses to about 57.1 µM), without a hit: at the highest dose activity change, negative = inhibition. 2% of 71,000 active. P10636. recombinant tau filaments, thioflavin S fluorescence, 15 h; filaments grown with octadecylsulfate alongside compound;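 note: potency is the fitted concentration of half-maximal effect; % is set by controls: 0 for no effect and ±100 for the full control effect; actives lower thioflavin S fluorescence by blocking filaments or displacing dye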
Target sequence (P10636 whole entry, looked up): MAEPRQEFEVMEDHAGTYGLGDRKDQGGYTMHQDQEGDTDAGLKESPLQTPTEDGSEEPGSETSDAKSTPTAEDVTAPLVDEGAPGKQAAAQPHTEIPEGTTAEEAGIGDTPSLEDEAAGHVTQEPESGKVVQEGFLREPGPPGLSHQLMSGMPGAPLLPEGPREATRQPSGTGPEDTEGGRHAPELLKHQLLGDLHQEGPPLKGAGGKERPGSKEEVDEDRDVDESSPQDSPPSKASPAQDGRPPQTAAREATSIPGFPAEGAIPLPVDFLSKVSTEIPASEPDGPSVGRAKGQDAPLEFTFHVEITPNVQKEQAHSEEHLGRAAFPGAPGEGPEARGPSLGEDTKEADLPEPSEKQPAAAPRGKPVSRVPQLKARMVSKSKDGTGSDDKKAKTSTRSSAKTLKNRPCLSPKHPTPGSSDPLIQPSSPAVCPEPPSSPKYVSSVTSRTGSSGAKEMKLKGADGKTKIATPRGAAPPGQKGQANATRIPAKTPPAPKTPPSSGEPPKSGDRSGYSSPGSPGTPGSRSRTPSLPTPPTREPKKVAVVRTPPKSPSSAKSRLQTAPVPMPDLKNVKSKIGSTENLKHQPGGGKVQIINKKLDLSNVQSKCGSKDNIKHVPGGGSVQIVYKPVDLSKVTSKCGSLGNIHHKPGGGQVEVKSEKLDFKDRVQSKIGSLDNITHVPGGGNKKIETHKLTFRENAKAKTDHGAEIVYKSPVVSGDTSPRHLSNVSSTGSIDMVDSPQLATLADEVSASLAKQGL
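Assay mix: 1 uM His-tagged tau, 30 uM sodium octadecylsulfate, thioflavine S dye in HEPES/NaCl/DTT buffer. Compound is added prior to the inducer. Fluorescence after 15 h at 37 C.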
Luciferase inh – blocks Photinus pyralis firefly luciferase activity. P08659. purified firefly luciferase, luminescence, 8 min. Potency, µM (titrated, usually from 57.1 µM), for inactives: at the top dose activity change, negative = inhibition, most hits filed as inhibitors. 2.2% of 72,000 active. AID 411; note: potency is the fitted concentration of half-maximal effect; % is set by controls: 0 for no effect and ±100 for the full control effect; nearly all actives have a fitted effect of over 40% in size
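Inhibition of light generation by firefly luciferase from ATP and luciferin was profiled with concentration-response curves per sample, ATP held at 10 uM within the enzyme's linear range. Plates were read by luminescence after an 8-minute ambient incubation.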
TexasRed autofl – compound fluoresces in the Texas Red spectral region; Compound fluorescence, Texas Red channel, 547/618 nm; stronger effect = higher value; max dye-equivalent concentration, M; 0.06% of 59,000 active; in the data active = max dye-equivalent concentration above about 10 nM; inconclusive = between about 1.1 nM and that limit
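Dye-equivalent concentrations come from scaling compound signal (ex 547, em 618 nm) to six Texas Red standard concentrations run on every plate, after 15 min room-temperature incubation in pH 8.0 Tris (100 mM).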
15-hLO inh – blocks human 15-lipoxygenase activity | P16050 | purified 15hLO-1, xylenol orange hydroperoxide absorbance | Potency, µM (highest dose often 57.1 µM), for inactives: top-dose activity change, negative = inhibition, most hits filed as inhibitors | 1.4% of 74,000 active | AID 887; note: potency is the fitted concentration of half-maximal effect; % is set by controls: 0 for no effect and ±100 for the full control effect; nearly all actives have a fitted effect of over 55% in size
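40 nM 15hLO-1 + cpd, 15 min RT; start w/ 50 uM AA (final), 6 min RT; stop/detect w/ 200 uM XO + 300 uM Fe(II) in 50 mM H2SO4, 30 min; A573/A405. Buffer 25 mM Hepes pH 7.5, 0.01% Triton X-100. No-enzyme wells as negative control.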
HBB splicing – hemoglobin beta splicing modulation. 0.06% of 65,000 active. Potency, µM (series often up to 46.1 µM), for the others: at the top dose activation, hits mostly activators. HBB splicing reporter cell assay, activation; EGFP reporter with mutant IVS2-654 intron; response scale: normalised to 500 nM splice-correcting PNA; note: potency is the fitted concentration of half-maximal effect; 0% is about no effect
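Compounds were applied for 2 days to HeLa EGFP-654 cells, 500/well in Optimem with 2% FCS. The reporter's EGFP is disrupted by mis-splicing of beta-globin intron IVS2-654. Readout: summed well GFP fluorescence from 488 nm laser scanning; reference was 500 nM antisense […] 654 PNA.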
Rhodamine autofl – compound fluoresces in the rhodamine spectral region; Rhodamine-region fluorescence, 547/598 nm, Tris buffer; stronger effect = higher value; max dye-equivalent concentration, M; 0.05% of 59,000 active; in the data active = max dye-equivalent concentration above about 11 nM; inconclusive = between about 1.1 nM and that limit
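Intensities are converted to rhodamine-equivalent concentration using a six-point rhodamine standard on each plate. Compounds sit 15 min at room temperature in 100 mM Tris buffer, pH 8.0; read uses the 547/598 nm excitation/emission pair.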
ERK AVP inh – vasopressin-driven ERK pathway inhibition; HEK293-V1b, vasopressin-stimulated pERK AlphaScreen; Potency, µM (doses to about 57.5 µM), inactives show at the highest dose activity, negative = inhibition, usual class: inhibitors; 0.99% of 72,000 active; AID 995; note: potency is the fitted concentration of half-maximal effect; % is set by controls: 0 for no effect and ±100 for the full control effect; nearly all actives have a fitted effect of over 55% in size
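V1b-HEK293 cells; cpd 30 min 37C; 25 nM vasopressin 5 min; lyse 10 min; AlphaScreen beads 5 hr RT. Normalized to DMSO basal and 25 nM vasopressin; AC50 by Hill fit.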
HADH2 inh – blocks human hydroxyacyl-CoA dehydrogenase type II; recombinant HADH2, NADH fluorescence, beta-hydroxybutyryl-CoA; 3.4% of 73,000 active; Potency, µM (top dose mostly 57.1 µM), inactives show top-dose activity change, negative = inhibition, most hits filed as inhibitors; Q99714; note: potency is the fitted concentration of half-maximal effect; % is set by controls: 0 for no effect and ±100 for the full control effect; nearly all actives have a fitted effect of over 60% in size; many of its hits are not listed in these tables
Target sequence (Q99714 whole entry, looked up, one chain of several): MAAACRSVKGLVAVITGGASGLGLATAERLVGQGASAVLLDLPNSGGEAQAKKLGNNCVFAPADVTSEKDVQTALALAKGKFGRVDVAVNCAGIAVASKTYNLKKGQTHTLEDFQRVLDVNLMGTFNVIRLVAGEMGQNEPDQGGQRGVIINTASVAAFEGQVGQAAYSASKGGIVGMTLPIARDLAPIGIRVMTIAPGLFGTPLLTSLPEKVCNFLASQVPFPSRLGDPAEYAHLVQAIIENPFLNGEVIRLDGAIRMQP
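Buffer 100 mM Tris-HCl pH 9.0/0.01% Tween-20; HADH2 20 nM; NAD+ 1 mM; beta-hydroxybutyryl-CoA 90 uM (all final). 15 min cpd preincubation, RT.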
CRE Fsk mod – modulators of forskolin-stimulated CRE signaling in CHO cells | Potency, µM (top dose mostly 38.2 µM), inactives show at the top dose activity change, negative = inhibition, actives largely listed as activators | CHO CRE-bla reporter (cAMP response element driving beta-lactamase), forskolin EC10, beta-lactamase ratio | 2.5% of 71,000 active; active = well fitted activation curve with a large enough effect in the signal ratio, with a control signal flat, not every such curve was filed as active; inconclusive = small, poorly fitted or top-dose-only effect, or effect the other way, or a change in a side signal; the % refers to the signal ratio; note: potency is the fitted concentration of half-maximal effect; % of control where 0% means no effect
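Cells were plated overnight at 37 °C, exposed to compound titrations plus EC10 NKH 477 for 3 h, then given CCF4 dye for 2 h at room temperature. Blue/green (460/530 nm) ratio was converted to %Activity and AC50 values calculated.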
Pol III holo inh – blocks replication by bacterial DNA polymerase III holoenzyme | reconstituted DNA polymerase III holoenzyme replication, biochemical | Potency, µM (top dose mostly 57.1 µM), inactives show at the top dose activity change, negative = inhibition | 0.25% of 71,000 active | AID 603; note: potency is the fitted concentration of half-maximal effect; % is set by controls: 0 for no effect and ±100 for the full control effect
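Reconstituted *E. coli* holoenzyme (0.35 nM Pol III, 1 nM beta, 154 nM SSB, 2 nM primase) was preincubated with compound for 15 min at RT. Synthesis on 1.4 nM ssM13Gori ran 35 min, then was stopped with PicoGreen/EDTA and read as dsDNA fluorescence.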
Hsp90 Hop PPI – changes Hsp90-Hop TPR2A binding signal, up or down | AlphaScreen TPR2A-His6 binding biotin-Hsp90 C-terminal peptide | Potency, µM (series often up to 57 µM), without a hit: at the highest dose activity change, negative = inhibition | 0.44% of 71,000 active | AID 595; active = well fitted curve in either direction with a large enough effect; inconclusive = small, poorly fitted or top-dose-only effect, or another doubt; note: potency is the fitted concentration of half-maximal effect; % is set by controls: 0 for no effect and ±100 for the full control effect; many of its hits are not listed in these tables
Active calls of the source: *; i = inactive; ? = inconclusive; nt = not tested or not shown; [ ] = dose if it differs, or a comment. Unless noted, calls come from the whole dose curve; as a rule, active = well fitted curve in the direction sought with a large enough effect; inconclusive = small, poorly fitted or top-dose-only effect, or another doubt; inactive = no such curve, though single readings can be large; an effect the other way counts as inactive or inconclusive.

SMILES | Tau fil binding | Luciferase inh | TexasRed autofl | 15-hLO inh | HBB splicing | Rhodamine autofl | ERK AVP inh | HADH2 inh | CRE Fsk mod | Pol III holo inh | Hsp90 Hop PPI
Cc1cccn2c(N)c(-c3ccccc3)nc12 | -20.9% | ? | i | -15.9% | 0.2%[57.5 µM] | i | -23.7% | 31.6µM* | -4.1% | 0.7% | -5.5%
Cc1ccc(-c2nnn(CC(=O)NCCc3ccc4c(c3)OCO4)n2)o1 | -0.7% | -3.0% | i | -8.6% | -2.7% | i | -17.8% | -4.8% | ? | -7.1% | -10.2%
O=C(COc1ccc(S(=O)(=O)N2CCCCC2)cc1)N1CCCCCC1 | 7.8% | 0.3% | i | 4.0% | -2.3% | i | -16.1% | 9.3% | -4.3% | 3.5% | -3.4%
CCCc1ccc(C(=O)N2CCN(c3ccccc3OCC)CC2)cc1 | 0.3% | 1.1% | ? | -28.9% | -2.4% | i | -20.0% | -12.9% | 7.2% | 3.0% | -3.2%
Cc1cc(C(=O)N2CCN(C/C=C/c3ccccc3)CC2)cs1 | -14.9% | -0.8% | i | -2.5% | 7.0% | i | -10.4% | -0.5% | -3.0% | -5.7% | -1.8%
Cc1ccc(-c2nn3c(C)nnc3s2)cc1NC(=O)c1ccc(-c2cccc(Cl)c2)o1 | 255.0% | -3.8% | i | -17.0% | 0.6% | i | 3.7% | 37.7%[activator] | ? | -6.1% | -10.0%
Cc1ccc(N(CC(=O)NC2CC3CCC2C3)S(C)(=O)=O)cc1C (stereo not given) | -3.7% | 2.2% | nt | -3.6% | -0.2%[9.22 µM] | nt | 12.9% | -23.1% | -1.1% | 1.0% | -2.7%
CN(C(=O)COc1ccccc1)c1nnc(-c2cccnc2)s1 | -1.7% | 1.2% | ? | -1.6% | 0.0%[57.5 µM] | i | -4.7% | 29.3% | 0.7% | -4.2% | -5.1%
CCOC(=O)c1cc(NC(=O)SCC(=O)O)c(C)nc1C | 7.0% | 1.9% | i | 4.3% | -0.4%[57.5 µM] | i | 6.2% | 5.7% | 10.2% | -0.6% | -2.6%
CCCCOc1ccc(C(=O)Nc2ccc(N3CCN(C)CC3)cc2)cc1 | 1µM* | -0.3% | i | 7.3% | 0.3% | i | -5.7% | -6.8% | -10.7% | 1.4% | 0.2%
Cc1csc(Sc2nc3c(c(=O)[nH]c(=O)n3C)n2Cc2ccccc2Cl)n1 | -3.7% | 2.9% | i | -4.0% | 6.1%[0.369 µM] | i | -25.0% | -5.0% | 10.3% | -3.7% | -6.1%
CN(C)S(=O)(=O)N(CC(=O)Nc1ccccc1F)c1ccccc1 | 7.8% | 2.9% | i | -0.8% | -1.9% | i | -6.4% | -10.3% | 19.8% | -4.6% | -2.7%
O=C(CCSc1nc(-c2ccco2)cc(C(F)(F)F)n1)N1CCN(c2ccccc2)CC1 | -17.5% | -0.1% | i | -18.1% | -0.1% | i | ? | 1.3% | 3.7% | 4.1% | -0.7%
O=C(NCCCc1ccccc1)c1ccncc1 | ? | -0.7% | nt | 10.3% | -4.2% | nt | 6.2% | 12.6% | -6.7% | -4.4% | -0.9%
COc1ccccc1-c1nnc2sc(COc3ccc(Cl)cc3)nn12 | 51.0% | 0.7% | i | -8.2% | -3.4%[0.369 µM] | i | ? | -11.3% | 7.2% | -3.4% | -0.2%
CCc1c(C)[nH]c(=S)c(C#N)c1C | -5.5% | -5.7% | i | ? | -0.1%[57.5 µM] | i | 0.6% | ? | -4.7% | -1.6% | -2.3%
O=C(O)C1C2C=CC(C2)C1C(=O)NCCC1=CCCCC1 (stereo not given) | 1.4% | 2.3% | nt | 4.0% | -0.7% | nt | -5.0% | 1.6% | -1.6% | -0.3% | -2.6%
NS(=O)(=O)c1ccc(CCNC(=O)C2CCCCN2S(=O)(=O)c2ccccc2)cc1 (stereo not given) | 7.6% | 1.4% | i | 2.3% | -0.1%[57.5 µM] | i | 28.9% | -0.5% | -3.9% | 0.1% | 1.3%
COc1ccccc1N1CC(C(=O)Nc2cccc(C(=O)O)c2)CC1=O (stereo not given) | 6.6% | 0.4% | i | -0.3% | 5.3% | i | -12.2% | -6.9% | -2.4% | -4.8% | -3.9%
CCCCOc1ccc(-c2ncc(C(=O)OCC)c(N)n2)cc1 | -8.3% | -1.2% | i | 1.2% | 0.2% | i | 4.0% | 29.6% | -1.0% | -0.2% | 6.9%
Cc1ccc2c(c1)c1c3n2CCN(C(=O)Cn2c(-c4ccccc4)noc2=O)C3CCC1 (stereo not given) | 2.4% | 2.2% | i | -10.5% | -0.3% | i | -15.5% | -3.1% | -9.4% | -4.0% | -21.1%
Cc1csc(NC(=O)CSc2nnc(-c3ccccn3)n2-c2ccc(C)c(C)c2)n1 | 19.9% | 0.7% | ? | 15.8% | 0.8% | i | -29.2% | -9.9% | ? | -7.3% | ?
ON1C2CCCCC2N(O)C1c1c(F)c(F)c(F)c(F)c1F (stereo not given) | 3.4% | 3.9% | i | -9.7% | nt | i | -10.3% | 6.0% | -6.1% | -7.1% | -1.1%
CC(C)c1ccc(S(=O)(=O)N2CCN(C(=O)c3cccc(F)c3)CC2)cc1 | 8.1% | 0.2% | i | 1.0% | -2.0% | i | 15.3% | 1.7% | ? | -2.9% | -2.8%
Cc1ccc(C(=O)COC(=O)c2ccc(Br)o2)cc1C | 26.1% | ? | nt | ? | 0.1%[9.22 µM] | nt | 23.1% | 3.1% | 5.6% | -1.2% | 25.9%
COc1ccc(-c2noc(-c3ccco3)n2)cc1OC | 3.4% | 12.6µM* | ? | -3.6% | -1.6% | i | ? | 17.8% | ? | -3.3% | -1.2%
CCOC(=O)c1ccccc1NC(=O)c1cccs1 | 6.3% | -1.2% | nt | -13.6% | -1.7% | nt | 28.9% | -21.6% | ? | -1.9% | 14.4%
NC(=O)c1ccccc1N/C=C/C(=O)c1ccccc1 | -3.0% | 3.16µM* | i | 2.7% | 0.1% | i | 6.4% | -9.4% | -3.8% | 1.7% | -2.7%
CC(=O)N(c1cccc(Br)c1)C1C=CS(=O)(=O)C1 (stereo not given) | -3.8% | 0.2% | ? | 3.6% | -2.0% | i | -2.5% | -11.8% | -2.1% | -1.3% | 1.0%
C=CCn1c(C)cc(C(=O)COc2nncc3ccccc23)c1C | 9.3% | ? | i | -0.8% | -0.6% | i | 4.5% | 20.5% | -23.2% | -5.0% | -5.1%
O=C(CN1CCCCC1)Nc1cccc(-n2cnnn2)c1 | -0.3% | 3.8% | i | 7.4% | 3.5%[57.5 µM] | i | ? | -2.7% | -2.9% | ? | 1.1%
COCCOC(=O)C1=C(C)NC2=C(C(=O)CCC2)C1c1ccc(N(C)C)cc1 (stereo not given) | 4.9% | -9.9% | nt | 0.4% | 0.9%[9.22 µM] | nt | ? | 2.5% | 11.0% | -4.0% | -7.4%
COc1cccc(-c2cc3nc(-c4ccccc4)cc(N4CCC5(CC4)OCCO5)n3n2)c1 | 28.0% | -3.0% | ? | -4.9% | -0.2%[57.5 µM] | i | -6.6% | 31.6µM* | 3.16µM* | 3.9% | 20µM*
Fc1ccccc1COc1cccc(/C=N/n2cnnc2)c1 | 3.9% | -0.4% | nt | 5.3% | -3.8% | nt | -26.9% | -10.6% | 8.1% | -5.3% | -5.8%
OCC#Cc1cnc2ccccc2c1 | -6.9% | 2.1% | i | 4.2% | nt | i | 0.7% | -16.5% | 3.0% | -5.6% | 4.0%
O=P1(O)C=C(c2ccccc2)OC(c2ccccc2)=C1 | -2.1% | 1.2% | i | 19.6% | 0.2%[57.5 µM] | i | 68.1%[activator] | -10.8% | -6.3% | 0.2% | 1.6%

Two records drawn at random from the list so far, as already listed:
SMILES | Tau fil binding | Luciferase inh | TexasRed autofl | 15-hLO inh | HBB splicing | Rhodamine autofl | ERK AVP inh | HADH2 inh | CRE Fsk mod | Pol III holo inh | Hsp90 Hop PPI
COCCOC(=O)C1=C(C)NC2=C(C(=O)CCC2)C1c1ccc(N(C)C)cc1 (stereo not given) | 4.9% | -9.9% | nt | 0.4% | 0.9%[9.22 µM] | nt | ? | 2.5% | 11.0% | -4.0% | -7.4%
Fc1ccccc1COc1cccc(/C=N/n2cnnc2)c1 | 3.9% | -0.4% | nt | 5.3% | -3.8% | nt | -26.9% | -10.6% | 8.1% | -5.3% | -5.8%

High-throughput results deposited in PubChem by National Center for Advancing Translational Sciences (NCATS).

Not all compounds are listed (hit frequency here may not be typical).
